Bioassay records from PubChem.
CHT inh – inhibitors of human choline transporter CHT. Q9GZV3. CHT-expressing cells, membrane potential dye, choline response; active compounds read low. B-score at 10 µM. 310,000 tested, 0.86% active;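 active = B-score over 3 SD under the library average, and starting fluorescence ratio not unusually high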;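 note: choline stimulus applied at its EC90 after an EC20 pre-addition; B-score computed on integrated fluorescence ratio after choline addition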
Target sequence (Q9GZV3 whole entry, looked up): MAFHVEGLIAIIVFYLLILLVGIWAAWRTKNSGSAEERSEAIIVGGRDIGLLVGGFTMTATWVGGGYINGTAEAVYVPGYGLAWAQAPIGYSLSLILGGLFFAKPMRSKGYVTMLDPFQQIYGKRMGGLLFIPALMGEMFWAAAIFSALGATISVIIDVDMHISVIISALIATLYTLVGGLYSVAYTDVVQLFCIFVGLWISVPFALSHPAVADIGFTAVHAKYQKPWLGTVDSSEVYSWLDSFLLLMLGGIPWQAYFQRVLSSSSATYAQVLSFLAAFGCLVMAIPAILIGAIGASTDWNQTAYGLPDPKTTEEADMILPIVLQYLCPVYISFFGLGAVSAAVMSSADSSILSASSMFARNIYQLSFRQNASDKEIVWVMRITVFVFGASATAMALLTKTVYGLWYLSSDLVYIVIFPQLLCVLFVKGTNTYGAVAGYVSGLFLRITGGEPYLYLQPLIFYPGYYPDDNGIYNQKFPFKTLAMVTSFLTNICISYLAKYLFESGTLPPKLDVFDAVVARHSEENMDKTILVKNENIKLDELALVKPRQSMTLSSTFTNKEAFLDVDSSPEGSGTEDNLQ
CHT allo act – allosteric activators of human choline transporter CHT. CHT-expressing cells, membrane potential dye, choline EC20; active compounds read high; LV-AA mutant CHT in HEK293 cells. 310,000 tested, 0.49% active. B-score at 10 µM. Q9GZV3;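 active = initial fluorescence not abnormally high and integrated response B-score, plate-corrected, over 3 SD above library mean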
The depositor's hits bear a star; i = inactive.

Molecule	CHT inh	CHT allo act
Cc1ccc(CN2CCN(Cc3ccc4c(c3)OCCO4)CC2CCO)cc1 (stereo unspecified)	i	i
O=C(CSc1ccccn1)Nc1ccc2ccccc2c1	i	i
Cc1cc(C(=O)c2ccc(Cl)cc2)c(NC(=O)CCl)s1	i	i
O=C(c1ccccc1C(F)(F)F)N1CCN(S(=O)(=O)c2ccccc2)CC1	i	i
O=C(Nc1cccc(C(F)(F)F)c1)C1CCCN(S(=O)(=O)c2cnc[nH]2)C1 (stereo unspecified)	i	i
O=C(Nc1cccc2ncccc12)c1ccccc1Cl	i	i
CN(C)c1ccc(/C=N/OC(=O)Nc2ccccc2Cl)cc1	i	i
Cc1ccc(S(=O)(=O)NCCOc2cc(C)ccc2C)cc1	i	i
O=C(CSc1nnc2ccccn12)Nc1cccc(-c2nc3ccccc3s2)c1	i	i
CN1CCC(OC(c2ccccc2)c2ccccc2)CC1	i	i
CC(C)c1ccccc1NC(=O)c1ccc2ncsc2c1	i	i
Cc1ccc(NC(=O)NCCCN2CCCC2=O)c(C)c1	i	i
COc1ccccc1CCCNC(=O)C1CCC(=O)N(CCCN2CCCC2=O)C1 (stereo unspecified)	i	i
CCCc1cc(=O)[nH]c2nnc(SCC(=O)Nc3nnc(SCC)s3)n12	i	i
Cn1cc(Cl)c(C(=O)NNC(=S)Nc2cccc(Cl)c2)n1	i	i
COc1ccc(C2CC(c3ccc(F)cc3)n3nc(NS(C)(=O)=O)nc3N2)cc1 (stereo unspecified)	i	i
CCOC(=O)c1sc2nc(CSc3ccccc3)nc(NCCN(C)C)c2c1C	i	i
COc1cc(NC(=S)Nc2ccc3c(c2)OCCO3)cc(OC)c1OC	i	i
COc1c(C)cc(S(=O)(=O)N2CCOCC2)c(C)c1C	i	i
O=C(COc1ccc2ccccc2c1)NNC(=O)C(=O)Nc1ccccc1	i	i
O=C(Cn1cc[n+](CC(=O)c2ccccc2)c1)c1ccccc1	i	i
O=C(NC1CCCCC1)C1CCN(C(=O)c2ccc(-c3ccccc3)cc2)CC1	i	i
COc1c(C(=O)Nc2ccc(Br)cn2)ccc2ccccc12	i	i
Cc1cccc(C)c1NC(=O)C[n+]1cc(-c2ccccc2)n2c1CCC2	i	i
O=[N+]([O-])c1ccccc1Oc1ncccc1[N+](=O)[O-]	i	i
COc1cc(/C=C(/C#N)C(=O)Nc2ccc(Cl)cc2)ccc1Oc1nc(Cl)ncc1F	i	i
COc1ccc(-n2c(SCC(=O)NCc3ccco3)nc3sc4c(c3c2=O)CCN(C)C4)cc1	i	i
CCN(CC(=O)Nc1c(F)cccc1F)C(=O)c1cccc(S(=O)(=O)NCc2ccccc2)c1	i	i
CN1CCC(N(C)C(=O)/C(C#N)=C/c2ccccc2)CC1	i	i
CC(=O)COc1ccc2c3c(c(=O)oc2c1)CCCC3	i	i

Two of the compounds above, field by field:
> COc1ccccc1CCCNC(=O)C1CCC(=O)N(CCCN2CCCC2=O)C1 (stereo unspecified)
  CHT inh: i | CHT allo act: i

> CCCc1cc(=O)[nH]c2nnc(SCC(=O)Nc3nnc(SCC)s3)n12
  CHT inh: i | CHT allo act: i

Remaining list, next part.
Molecule	CHT inh	CHT allo act
COc1ccc(NC(=O)C2CCN(S(=O)(=O)c3ccc4c(c3)CC(C)N4C(C)=O)CC2)c(OC)c1 (stereo unspecified)	i	i
CCOC(=O)C1=C(Nc2ccc(Br)cc2)CC(C)(O)C(C(=O)OCC)C1c1ccccc1 (stereo unspecified)	i	i
O=c1c2cc(-c3ccccc3)sc2nc2n1CCC2	i	i
O=C(Nc1ccccn1)c1cc2ccccc2o1	i	i
CCOC(=O)c1ccc(N2CCN(C(C)=O)CC2)c(NC(=O)c2cccnc2)c1	i	i
Cc1nnc(NC(=O)C2CSC3(C)CCC(=O)N23)s1 (stereo unspecified)	i	i
O=c1[nH][nH]c(C(F)(F)F)c1C=Nc1ccc(Cl)cc1	i	i
c1ccc(-c2cnc(-c3ccccc3)nn2)cc1	i	i
COc1ccc([C@@]2(O)c3c(ccc(CC=C(C)C)c3O)NC(=O)[C@@H]2OC)cc1	i	i
Fc1ccc(Cn2cnc3ccccc32)cc1	i	i
O=c1cc(-c2ccccc2)nc(Sc2ccc([N+](=O)[O-])cc2[N+](=O)[O-])[nH]1	i	i
CCc1cccc2c(C(=O)C(F)(F)F)cn(CC(=O)NCC3CCCO3)c12 (stereo unspecified)	i	i
Cc1cccc(NC(=O)C2CCN(S(C)(=O)=O)CC2)c1C	-5.28*	i
CCOc1ccccc1CN1CCNC(=O)C1CC(=O)NCc1nc(C)cs1 (stereo unspecified)	i	i
Cn1c(N)c(C(=O)CN2CCc3ccccc3C2)c(=O)n(C)c1=O	i	i
COc1cccc2c(=O)n(CC(=O)N3CCCc4ccccc43)ccc12	i	i
Cc1csc(NC(C)c2nc3cc(Cl)c(N4CCCCC4)cc3n2CCOCCO)n1 (stereo unspecified)	i	i
COc1ccc(S(=O)(=O)NCCc2cn3nc(C)c(C)nc3n2)cc1	i	i
Cc1ccc(S(=O)(=O)CCN2CCC(n3cccc3)CC2)cc1	i	i
Cc1cn(Cc2ccccc2)c(=O)[nH]c1=O	i	i
CS(=O)(=O)N(CC(=O)N1CCCC1)c1ccccc1F	i	i
O=C1CC(Nc2ccc(N3CCOCC3)cc2)C(=O)N1c1cccc(C(F)(F)F)c1 (stereo unspecified)	i	i
CCCCCN(C(=O)CCC(=O)OCC(=O)N(C)C1CCCCC1)c1c(N)n(CCCC)c(=O)[nH]c1=O	i	i
O=C(Nc1ccccc1Cl)Oc1ccc(-c2ccccc2)cc1	i	i
CC(C)Cc1nc(SCC(=O)N2CCOCC2)c2c(=O)n(C)c(=O)n(C)c2n1	i	i
CC(C)CNC(=S)NC(=O)c1ccc([N+](=O)[O-])cc1	i	i
COc1cc(C)c(Cl)cc1S(=O)(=O)NC1CC(C)(C)NC(C)(C)C1	i	i
Cc1ccc(Cl)cc1NC(=O)COC(=O)C1CC1	i	i
Cc1ccc(N=C2C(=O)Nc3ccccc32)cc1	i	i
CCCNC(=S)Nc1ccc(CC(=O)OC)cc1	i	i
CN(C)c1nc(Nn2cnnc2)nc(N(C)C)n1	i	i
CC(C)(C)SCCNC(=O)c1ccc(CN2CCc3ccccc3C2)cc1	i	i
CSc1nc(N2CCOCC2)c2c(c1C#N)CC(C)(C)OC2	i	i
COc1cccc(CN(C)C(=O)c2cccc(OCc3ccccc3)c2)c1	i	i
C=CCN(C(=O)c1csnn1)C(C(=O)NC1CCCCC1)c1ccccc1 (stereo unspecified)	i	i
CC1CN(C(=O)c2cccc(S(=O)(=O)Nc3ccc(Cl)cc3)c2)CC(C)O1 (stereo unspecified)	i	i
Cc1cccc(NC(=O)CSc2nnc(C3CC3)n2CC2CCCO2)c1 (stereo unspecified)	i	i
C=CCNC(=S)/N=c1/ccccn1Cc1ccccc1	i	i
Cc1ccc(S(=O)(=O)N2CCC(Oc3ccc(-n4cnnn4)cc3)CC2)cc1	i	i
c1ccc(NCc2cccc3ccccc23)nc1	i	i
CCC1=C2CC[C@H]3C(=O)N(c4ccccc4)C(=O)[C@H]3[C@H]2[C@@]2(C)C(=NCc3ccccc3)OC(=O)N2C1=O	i	i
CN(C)c1ccc(/C=N/NC(=O)CNC(=O)c2ccco2)cc1	i	i
O=C(c1cccs1)N(Cc1ccco1)C1CCS(=O)(=O)C1 (stereo unspecified)	i	i
CC(C)(C)OC(=O)NCCCC[C@H](NC(=O)c1nc[nH]c1C(=O)NCC(=O)OCc1ccccc1)C(=O)OC(C)(C)C	i	i
COc1ccc(S(=O)(=O)NC(C)CCc2ccccc2)cc1 (stereo unspecified)	i	i
CC1=Nc2ccccc2N=C(NC(=O)CSc2nnnn2-c2ccccc2)C1c1ccccc1 (stereo unspecified)	i	i
O=C(Cc1ccccc1)NC1CCN(S(=O)(=O)c2cccc(F)c2)CC1	i	i
O=C(COc1ccc2c3c(c(=O)oc2c1)CCC3)NC1CCCCC1	i	i
O=C(Cc1ccc(Cl)cc1)NC1CCCN(Cc2ccccc2F)C1 (stereo unspecified)	i	i
Cc1cccc(/N=C/c2c(O)ccc3oc4c(c23)CCCC4)n1	i	i
CCOc1ccc(S(=O)(=O)NCc2csc(C)n2)cc1	i	i
CC1CCCCC12NC(=O)N(CC(=O)NC(=O)Nc1ccc3c(c1)OCCO3)C2=O (stereo unspecified)	i	i
COc1ccc(-c2nc(N)sc2C2(O)C(=O)Nc3c(Br)cc(F)cc32)cc1OC (stereo unspecified)	i	i
COC(=O)C1=C(N)Oc2cc(C)n(CC3CCCO3)c(=O)c2C1c1ccccc1OC (stereo unspecified)	i	i
CCS(=O)(=O)NCC(c1cccnc1)N1CCN(c2ccccc2)CC1 (stereo unspecified)	i	i
O=[N+]([O-])c1ccc(N/N=C2\CC3CC=CC23)c([N+](=O)[O-])c1 (stereo unspecified)	i	i
O=c1c2ccccc2n2c(=S)[nH]nc2n1-c1ccccc1	i	i
COC(=O)C1=C(C)N(Cc2ccccc2)C(=O)N[C@H]1c1cccc(F)c1	i	i
Cn1c(SCC(=O)O)nnc1-c1ccc2ncccc2c1	i	i
C#CCOCCOCCOCCNc1nc(N2CCN(C(=O)[C@H](CCC(=O)O)n3cc(C(N)CC(C)C)nn3)CC2)nc(N2CCN(C(=O)[C@H](Cc3ccc(O)cc3)n3cc(C(N)[C@H](C)CC)nn3)CC2)n1 (stereo partly specified)	i	i

CHT inh: what is marked active above.
compound	CHT inh
Cc1cccc(NC(=O)C2CCN(S(C)(=O)=O)CC2)c1C	-5.28*

Later entries.
Molecule	CHT inh	CHT allo act
CCSc1nc2sc3c(c2c(=O)[nH]1)CCc1ccccc1-3	i	i
COc1ccc(NC(=O)C/C(C)=N/NC(=O)C(=O)Nc2cccc(Cl)c2C)c(OC)c1	i	i
Cc1nc([N+](=O)[O-])c(NCCO)n1Cc1ccccc1	i	i
CN(C(=O)CCc1ccccc1)c1nnc(-c2ccncc2)s1	i	7.41*
Cc1oc(-c2ccccc2F)nc1CS(=O)CC(=O)NC1CCCC1 (stereo unspecified)	i	i
COc1ccc(CN2C(=O)NC(C)(c3ccc(C)cc3)C2=O)cc1F (stereo unspecified)	i	i
O=C(NCCCN1CCN(CCCNC(=O)c2ccc(F)cc2)CC1)c1ccc(F)cc1	i	i
CCOC(=O)C1=C(C)N=C2SC(C)C(=O)N2C1/C=C/c1ccccc1OC (stereo unspecified)	i	i
O=C(COc1ccc(Cl)cc1Cl)Nc1ccc(S(=O)(=O)NC2=NCCCCC2)cc1	i	i
CC(=O)C1=C(c2ccccc2)NC(=O)NC1c1ccc(O)c(Cl)c1 (stereo unspecified)	i	i
CC(C)N(Cc1c(O)ccc2c(=O)c(-c3ccc(Cl)cc3)coc12)C(C)C	i	i
Nc1nonc1-n1nnc(C(=O)N/N=C/c2cccc(F)c2)c1CN1CCCC1	i	i
N#Cc1c(NCCCO)nc(NCc2ccccc2)c2c1CCN(Cc1ccccc1)C2	i	i
O=C(NC(=S)Nc1ccccc1N1CCOCC1)c1ccc([N+](=O)[O-])cc1	i	i
Cc1cccc(C)c1NC(=O)c1c(C)nn(-c2ccccc2)c1Cl	i	i
CCN(CC)C(=O)Oc1cc(COC)nc(-c2ccccc2)n1	i	i
COCCn1c(SCC(=O)NC2CCCCC2C)nnc1-c1ccncc1 (stereo unspecified)	i	i
COc1ccccc1NS(=O)(=O)c1cc(C(=O)N2CCCCCCC2)ccc1C	i	i
Cc1cc(Cl)cc(Cl)c1OCC(=O)NCc1ccco1	i	i
O=C1CCCN1c1ccc(N2CCCC2=O)cc1	i	i
Cc1cccc(CNC(=O)C2CCCN(c3nn4c(=O)cc(C)nc4s3)C2)c1 (stereo unspecified)	i	i
CCCn1c(NC(=O)c2ccc([N+](=O)[O-])o2)nc2ccccc21	i	i
COc1cccc(CCNC(=O)c2ccc(OC)c(OC3CCN(C(C)C)CC3)c2)c1	-13.4*	i
Cn1cnnc1SCc1ccc(C(=O)N/N=C/c2cccs2)cc1	i	i
Cc1csc(NC(=O)C2C3C=CC(C3)C2C(=O)O)n1 (stereo unspecified)	i	i
CCOc1ccc(OCCn2c(S(=O)(=O)O)nc3c(N)ncnc32)cc1	i	i
COCCN1CCN(c2c3c(nc4cc(-c5cccc(F)c5)nn24)CCC3)CC1	i	i
Cc1nc2c(C(=O)NCc3cccs3)cnn2c(C)c1Cc1ccc(F)cc1	i	i
O=C(NCCCn1ccnc1)/C(=C\c1cccs1)NC(=O)c1cccs1	i	i
Cc1ccc(N2C(=O)c3ccc(N)cc3C2=O)cc1	i	i

Whole records, looked up by structure. Order of values: CHT inh | CHT allo act
O=C(NCCCN1CCN(CCCNC(=O)c2ccc(F)cc2)CC1)c1ccc(F)cc1 across the screens: i | i
Cc1nc2c(C(=O)NCc3cccs3)cnn2c(C)c1Cc1ccc(F)cc1 across the screens: i | i
COc1ccc(CN2C(=O)NC(C)(c3ccc(C)cc3)C2=O)cc1F (stereo unspecified) across the screens: i | i
Nc1nonc1-n1nnc(C(=O)N/N=C/c2cccc(F)c2)c1CN1CCCC1 across the screens: i | i
CC(=O)C1=C(c2ccccc2)NC(=O)NC1c1ccc(O)c(Cl)c1 (stereo unspecified) across the screens: i | i

(list continues)
Molecule	CHT inh	CHT allo act
Cc1onc(-c2c(Cl)cccc2Cl)c1C(=O)N1CCc2ccccc2C1	i	i
C/C(=C\c1ccco1)CN1CCC(N2CCC(C(=O)N3CCOCC3)CC2)CC1	i	i
OC[C@@H](O)[C@@H](O)[C@H](O)[C@@H](O)CO	i	i
O=C(NC(NC1CCS(=O)(=O)C1)C(=O)c1cccs1)c1ccccc1 (stereo unspecified)	i	i
